Source: PubChem BioAssay (The Scripps Research Institute Molecular Screening Center)
FBW7 activator: human FBW7 E3 ligase activation, primary screen; Q969H0; AlphaScreen FBW7–phospho-cyclin E peptide binding, activator screen; normalized activity (activation), % at 26.1 µM; 650,000 tested, 0.13% active; AID 1259310; in the data active means normalized activity above about 1.9%;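 further: purified mutant Fbw7 with reduced substrate affinity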
MITF inh: blocks human microphthalmia-associated transcription factor | inhibition, % at 2.6 µM | 650,000 tested, 0.91% active | AlphaScreen MITF homodimerization, bead proximity signal; in the data active means inhibition above about 50%;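 further: 0% = vehicle wells with protein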
Target sequence (O75030 whole entry, looked up): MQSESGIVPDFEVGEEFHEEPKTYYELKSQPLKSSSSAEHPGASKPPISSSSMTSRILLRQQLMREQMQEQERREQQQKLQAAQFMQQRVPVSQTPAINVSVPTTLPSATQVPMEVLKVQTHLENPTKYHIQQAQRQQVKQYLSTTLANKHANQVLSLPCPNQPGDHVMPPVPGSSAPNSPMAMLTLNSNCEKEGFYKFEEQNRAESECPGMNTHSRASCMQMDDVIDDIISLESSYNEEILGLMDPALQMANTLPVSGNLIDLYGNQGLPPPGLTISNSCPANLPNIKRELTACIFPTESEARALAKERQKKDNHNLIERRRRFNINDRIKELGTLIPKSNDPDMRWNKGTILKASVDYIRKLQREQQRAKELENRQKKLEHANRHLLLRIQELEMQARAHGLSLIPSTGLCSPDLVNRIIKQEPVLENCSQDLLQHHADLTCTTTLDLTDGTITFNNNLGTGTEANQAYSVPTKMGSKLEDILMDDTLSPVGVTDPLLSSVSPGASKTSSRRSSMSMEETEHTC
TEAD-YAP block: TEAD-YAP interaction inhibition | HEK-TIYL cells, TEAD-Gal4/YAP UAS-luciferase luminescence | inhibition, % at 9.12 µM | 640,000 tested, 1.4% active | AID 1259422; in the data active means inhibition above about 32%;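 further: 0% = median of test compound wells and 100% = reference inhibitor wells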
GPR151 activ: activators of human GPR151 | Q8TDV0 | 650,000 tested, 1% active | PathHunter beta-arrestin GPR151 cells, luminescence | activation, % at 11.2 µM; in the data active means activation above about 4.9%;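 further: 0% = median of compound wells and 100% = cells with positive control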
Target sequence (Q8TDV0 whole entry, looked up): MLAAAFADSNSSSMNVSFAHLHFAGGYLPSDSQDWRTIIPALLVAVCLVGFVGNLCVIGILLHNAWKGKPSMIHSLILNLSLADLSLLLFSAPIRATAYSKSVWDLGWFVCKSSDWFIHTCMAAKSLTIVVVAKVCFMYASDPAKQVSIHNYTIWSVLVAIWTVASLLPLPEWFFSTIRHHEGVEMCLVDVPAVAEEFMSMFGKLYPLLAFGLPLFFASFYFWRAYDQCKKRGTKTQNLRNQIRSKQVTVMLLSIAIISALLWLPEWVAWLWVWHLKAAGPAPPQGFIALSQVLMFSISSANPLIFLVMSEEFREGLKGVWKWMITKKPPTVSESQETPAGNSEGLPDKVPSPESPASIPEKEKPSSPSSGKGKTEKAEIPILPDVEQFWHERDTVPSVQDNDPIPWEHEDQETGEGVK
* = called active by the depositor. An unsorted share of the library, and some 3.4% of all compounds hit somewhere here.

cpd	SMILES	FBW7 activator	MITF inh
1	COC(=O)C1=CN(C(C)c2ccccc2)C=C(C(=O)OC)C1c1ccc(Cl)cc1 (centres undefined)	1.7	-8
2	O=C(CCn1nc(-c2ccc(Cl)cc2)ccc1=O)NCc1ccco1	0.6	8
3	CC1(CC(=O)N/N=C/c2ccc(C#N)cc2)OCCCO1	0.0	4
4	c1cnc(Nc2nc(Nc3ccc4c(c3)OCO4)c3[nH]cnc3n2)cn1	20*	15
5	CC1(C)C([N+](=O)[O-])C(c2cccnc2)NC(c2cccnc2)C1[N+](=O)[O-] (centres undefined)	-0.1	-4
6	Cc1nc2c(oc3nc(-c4ccco4)c4c(c32)CC(C)(C)OC4)c(-c2ccc(Br)cc2)c1C(=O)O	-0.1	-4
7	COc1ccc(C(N)=O)cc1NC(=O)c1ccc2c(=O)n(Cc3cccc(Br)c3)c(=S)[nH]c2c1	0.2	10
8	Cc1ccc(-n2nc3ccc(NC(=O)c4ccc(-c5ccccc5[N+](=O)[O-])o4)cc3n2)cc1	-0.1	-9
9	CCOC(=O)c1sc(NS(=O)(=O)c2cc(C)ccc2C)nc1C	-0.3	-1
10	CCOc1ccc(C(=O)Nc2nnc(SCC(=O)Nc3cccc(C)c3)s2)cc1	-0.1	-1

cpd	TEAD-YAP block	GPR151 activ
1	-13	-0.3
2	11	-0.4
3	10	-0.4
4	31	-0.9
5	2	0.5
6	-4	-1.0
7	-3	-0.1
8	-12	1.5
9	-5	0.5
10	3	-0.3

(listing goes on)
cpd	SMILES	FBW7 activator	MITF inh
11	CC12c3ccccc3C(c3ccccc31)C1C(=O)N(c3ccc4c(c3)OCO4)C(=O)C12 (centres undefined)	0.0	-3
12	O=C(NCCCOC1=NS(=O)(=O)c2ccccc21)C(=O)Nc1ccccc1	-0.4	-1
13	CCCC(=O)Nc1c2c(nn1-c1ccc(C)cc1C)CS(=O)(=O)C2	0.7	16
14	Cc1cnc(SCC2CCCO2)nc1C1CCCN(C(=O)COc2ccccc2)C1 (centres undefined)	0.1	1
15	CCOc1ccccc1NC(=O)Nc1ccc(F)cc1C	0.0	-1
16	NNC(=O)CCCc1nc2ccccc2s1	0.1	8
17	CC(=O)Nc1ccc(S(=O)(=O)Nc2cc(C(=O)N3CCC(C)CC3)ccc2N2CC3CC(C2)c2cccc(=O)n2C3)cc1 (centres undefined)	-0.1	0
18	CC12C(=O)N(CC(=O)O)C(=O)C1C1C=CC2C1 (centres undefined)	-0.3	16
19	Fc1ccc(Nc2nc3nonc3n3nnnc23)cc1	0.0	6
20	CC(=O)Nc1ccc(/C=c2\sc3nc4cc(Br)cnc4n3c2=O)cc1	0.1	12

cpd	TEAD-YAP block	GPR151 activ
11	2	-1.2
12	-15	-1.1
13	-2	-0.9
14	-10	-0.5
15	0	-0.4
16	6	0.5
17	-7	0.7
18	5	-0.5
19	46*	-6.1
20	5	1.9

Other entries
cpd	SMILES	FBW7 activator	MITF inh
21	COCCn1c(=NC(C)=O)sc2cc(Br)ccc21	-0.1	0
22	CCCOc1ccccc1C1CC(=O)Nc2cc(OC)cc(OC)c21 (centres undefined)	0.1	-1
23	Cc1ccc(S(=O)(=O)Nc2cc(Br)c3oc4c(c3c2)C(=O)CCC4)c(C)c1	0.0	-1
24	CCC(C)Oc1ccc(/C=C2\NC(=O)N(CC(=O)Nc3ccccc3C)C2=O)cc1Cl (centres undefined)	0.1	-3
25	Cc1cc(NS(=O)(=O)c2ccc(NC(=O)COc3cccc(C(C)C)c3)cc2)no1	0.0	9
26	Cc1c(C(=O)N2CCC3(CC2)OCCO3)sc2ncnc(N3CCCCC3C)c12 (centres undefined)	-0.2	-2
27	COc1ccc(C2CC(C(F)(F)F)n3nc(C(N)=O)cc3N2)cc1OC (centres undefined)	0.2	-5
28	COc1cccc(N(C(=O)c2ccco2)C(C(=O)NC2CCCC2)c2cccnc2)c1 (centres undefined)	0.3	7
29	CN1CCN(C(=O)c2ccc(Cl)cc2Cl)CC1	0.1	11
30	Nc1nnnn1/N=C/c1ccc(N2CCOCC2)cc1	0.6	11

cpd	TEAD-YAP block	GPR151 activ
21	-2	2.6
22	-1	0.6
23	-4	1.2
24	12	1.2
25	0	-0.7
26	-16	-0.8
27	-5	-0.9
28	-8	1.0
29	9	3.3
30	-23	-1.4

More compounds:
cpd	SMILES	FBW7 activator	MITF inh
31	O=C1OC(c2ccccc2)=C/C1=C/c1ccc([N+](=O)[O-])cc1	0.0	9
32	O=C(/C=C/c1cccc([N+](=O)[O-])c1)Nc1cccc(NC(=O)c2ccco2)c1	-0.1	-5
33	Cc1ccc(-n2[nH]c(C)c(C=NCc3ccccc3)c2=O)cc1	-0.1	8
34	Nc1nc2n(n1)C(c1c(Cl)cccc1Cl)CC(c1ccccc1)N2 (centres undefined)	-0.1	1
35	CC(C)(C)NC(=O)C(c1c(F)cccc1Cl)N(C(=O)c1csnn1)C1CC1 (centres undefined)	-0.1	8
36	Cc1ncc(CN2CCCC(C(=O)Nc3cccc(-c4ccc(F)cc4)c3)C2)s1 (centres undefined)	-0.2	-11
37	O=C(Cn1c(-c2ccccc2F)nc2ccccc2c1=O)NCc1ccccc1	0.0	11
38	O=[N+]([O-])c1cc(S(=O)(=O)N2CCCC2)ccc1N/N=C/c1c(Cl)nc2ccccn12	0.1	-5
39	Cc1cc(C(=O)Nc2ccccc2C(N)=O)ccc1[N+](=O)[O-]	0.2	21
40	Cc1cc(C)cc(N(CC(=O)NCC2CCCO2)S(C)(=O)=O)c1 (centres undefined)	0.1	8

cpd	TEAD-YAP block	GPR151 activ
31	8	2.4
32	13	-2.2
33	-43	0.0
34	-8	-0.9
35	-1	1.8
36	-9	-0.2
37	10	0.1
38	-1	1.9
39	-10	-1.2
40	2	-0.3

Copied from the list:
For MITF inh, `Cc1c(C(=O)N2CCC3(CC2)OCCO3)sc2ncnc(N3CCCCC3C)c12` (centres undefined) reads -2
For TEAD-YAP block, `CC(C)(C)NC(=O)C(c1c(F)cccc1Cl)N(C(=O)c1csnn1)C1CC1` (centres undefined) reads -1
For MITF inh, `CC1(CC(=O)N/N=C/c2ccc(C#N)cc2)OCCCO1` reads 4

(next part)
cpd	SMILES	FBW7 activator	MITF inh
41	O=[N+]([O-])c1cc(C(F)(F)F)cc([N+](=O)[O-])c1NC1CCS(=O)(=O)C1 (centres undefined)	0.0	2
42	C/C(=N\NC(=O)Cc1ccc(Cl)cc1)c1ccccc1O	-0.6	-9
43	Cc1cc(Cl)c(S(=O)(=O)NC23CC4CC(CC(C4)C2)C3)cc1OCC(N)=O	0.1	21
44	Cc1ccc(Cn2cnc3sc(C(N)=O)c(C)c3c2=O)cc1	0.2	-3
45	CCCSc1nc(C)cc(C)c1C#N	0.0	5
46	CSc1ccccc1N1C(=O)CN(CC2CC2)CC1C (centres undefined)	-0.1	-1
47	CSCCNC(=O)CC1C(=O)NCCN1Cc1ccc(Cl)c(F)c1 (centres undefined)	0.2	1
48	O=C(c1cc(-c2ccc(F)cc2)n[nH]1)N1CCn2c1nc1ccccc12	0.3	1
49	O=C(O)C1CCCN(S(=O)(=O)c2ccc(Br)s2)C1 (centres undefined)	0.0	9
50	Cc1ccc(S(=O)(=O)NCCC(=O)NC2CC2)cc1	0.3	7

cpd	TEAD-YAP block	GPR151 activ
41	8	-1.1
42	4	-0.4
43	7	-1.3
44	5	0.9
45	13	1.9
46	-8	-1.0
47	7	0.8
48	-29	1.3
49	2	0.6
50	8	-0.6

From entry 48 up to 50, as listed above:
cpd	SMILES	FBW7 activator	MITF inh
48	O=C(c1cc(-c2ccc(F)cc2)n[nH]1)N1CCn2c1nc1ccccc12	0.3	1
49	O=C(O)C1CCCN(S(=O)(=O)c2ccc(Br)s2)C1 (centres undefined)	0.0	9
50	Cc1ccc(S(=O)(=O)NCCC(=O)NC2CC2)cc1	0.3	7

cpd	TEAD-YAP block	GPR151 activ
48	-29	1.3
49	2	0.6
50	8	-0.6

(more compounds)
cpd	SMILES	FBW7 activator	MITF inh
51	COc1ccc(/C=C/C(=O)Nc2ccccc2C(=O)N2CCCC2)cc1	-0.2	21
52	CSc1nc(C(=O)N2CCCC(c3ccn[nH]3)C2)cs1 (centres undefined)	-0.1	4
53	CCCCOC(=O)C1=C(C)NC2=C(C(=O)CC(C)(C)C2)C1c1cc(Br)c(O)c(OC)c1 (centres undefined)	0.1	8
54	COc1cc(C(=O)Nc2ccc(I)cc2C)cc(OC)c1OC	-0.1	-6
55	CC1CCN(C(=O)c2n[nH]c(=O)c3ccccc23)CC1	-0.1	-9
56	Cc1ccc(N2C(=O)c3n[nH]c(C)c3C2c2ccccn2)cc1 (centres undefined)	-0.1	0
57	COc1ccccc1Nc1c2c(nc3ccc(NC(=O)CN4CCOCC4)cc13)CCCC2	0.1	-3
58	NS(=O)(=O)c1ccc(NNC(=O)NC2CCCCC2)c([N+](=O)[O-])c1	0.9	21
59	CCC(=O)Nc1nc(-c2cc(Cl)ccc2Cl)cs1	0.1	0
60	COc1c(C)cc(Br)cc1C(=O)NC(=S)Nc1nnn(C)n1	0.1	9

cpd	TEAD-YAP block	GPR151 activ
51	-16	-1.6
52	0	-0.2
53	9	-0.2
54	0	0.3
55	3	-0.7
56	-3	0.4
57	-15	0.0
58	9	-0.5
59	4	0.5
60	3	-1.0

The listing continues:
cpd	SMILES	FBW7 activator	MITF inh
61	OCCC1CN(C/C(Cl)=C/c2ccccc2)CCN1Cc1ccsc1 (centres undefined)	-0.1	8
62	COc1cn(CC(=O)Nc2cccc3ccccc23)c(CSc2nncn2C)cc1=O	0.2	6
63	O=c1c2sccc2nc(SCc2cccc(F)c2)n1-c1ccc(Cl)cc1	0.4	-2
64	CCCCC(=O)Nc1ccc(C(=O)Nc2ccncc2)cc1	-0.1	-2
65	Fc1ccc(CNc2nc3ccc(Cl)cc3n3cnnc23)cc1	0.6	3
66	O=C(c1ccc2ccccc2c1)C1CCCN(C(=O)CCN2CCCCO2)C1 (centres undefined)	0.4	-11
67	CCN1CCC(=NNC(=O)c2ccc(-n3c(C)ccc3C)cc2)CC1	0.0	10
68	O=C(NC1CCCCCC1)[C@@H]1CCCN1S(=O)(=O)c1ccccc1C(F)(F)F	0.1	-2
69	O=S(=O)(c1ccc(S(=O)(=O)N2CCCc3ccccc32)cc1)N1CCOCC1	0.3	9
70	Brc1ccc(-c2csc(/N=C/N3CCCCC3)n2)cc1	0.3	7

cpd	TEAD-YAP block	GPR151 activ
61	7	-1.1
62	18	2.0
63	-3	1.4
64	0	0.0
65	-2	-0.5
66	-2	0.1
67	2	2.5
68	-3	0.2
69	5	1.9
70	-27	0.7

Following part:
cpd	SMILES	FBW7 activator	MITF inh
71	O=C(NCC1CCCN(C(=O)CCN2CCCO2)C1)c1ccc(F)cc1 (centres undefined)	0.2	10
72	Nc1cc2c3c(cc(N)cc3c1)C(=O)N(O)C2=O	-1.7	106*
73	O=C(NCc1ccccc1Cl)c1nc(-c2cccnc2)no1	0.7	2
74	CCOC(=O)C1(Cc2ccccc2)CCCN(S(=O)(=O)CC)C1 (centres undefined)	0.1	11
75	CCOC(=O)c1sc(NC(=O)C(CC)Sc2nc(C)cc(C)n2)nc1C (centres undefined)	0.4	16
76	Cc1ccc(Cl)cc1NS(=O)(=O)c1cccc2nsnc12	-0.1	-3
77	CCOC(=O)N/N=C(\C)c1ccccc1OC(F)F	-0.1	-6
78	COCCOC(=O)C1=C(C)NC(=S)NC1c1ccc(OC)cc1OC (centres undefined)	-0.1	3
79	O=C(CN1C(=O)[C@H]2CCCN2C(=O)c2ccccc21)N1CCCCCC1	0.0	0
80	C=CCn1c(Cc2c[nH]c3ccccc23)nnc1SCC(=O)Nc1ccc(OC)cc1	-0.1	-1

cpd	TEAD-YAP block	GPR151 activ
71	-3	-0.6
72	-8	0.0
73	13	-0.7
74	-4	-0.9
75	-3	-1.5
76	-4	0.0
77	-5	-1.3
78	-1	-0.6
79	2	0.3
80	5	-0.7

Going on with the list:
cpd	SMILES	FBW7 activator	MITF inh
81	Cc1cccc(NC(=O)N2CCN(c3cc(-n4ccnc4)ncn3)CC2)c1C	-0.2	-5
82	Fc1ccccc1CSc1ccc2nnc(-c3ccccc3)n2n1	0.0	-16
83	Oc1ccc(C2=Nn3c(nnc3-c3ccc(Br)cc3)SC2)cc1O	-0.4	-3
84	COc1ccccc1-c1cnn2ccc(NCc3cccnc3)nc12	0.2	13
85	Cc1cc(Nc2ccccc2)nc(Nc2ccc(N3CCOCC3)cc2)n1	-0.1	13
86	COC(=O)c1ccc(/C=N/NC(=O)CCn2nnc3ccccc32)cc1	0.1	3
87	Cc1c(C(=O)Nc2nnc(C3CC3)s2)oc2ccc(Br)cc12	-0.1	-19
88	CCc1nn(CC(=O)N2CCCC2)c(=O)c2cc3sc(C)cc3n12	0.1	21
89	COCCNC(=O)COc1ccc(Br)c(C)c1	0.2	-5
90	Cc1nc(N2CCCCC2C)c2c(C)c(C(=O)Nc3c(F)cccc3F)sc2n1 (centres undefined)	-0.1	-9
91	Cc1cc(Cl)ccc1N(CC(=O)N(C)Cc1ccccc1)S(C)(=O)=O	-0.1	-11
92	Cc1cccc(NC(=O)Cn2c3ccccc3c(=O)c3cc(C)ccc32)c1	0.0	-2

cpd	TEAD-YAP block	GPR151 activ
81	-1	-0.5
82	0	-0.1
83	66*	2.5
84	4	0.0
85	35*	3.5
86	5	-0.7
87	3	-0.5
88	3	-1.3
89	-13	-0.5
90	-12	-0.1
91	1	2.0
92	1	-0.4
